Screening data as filed in PubChem.
All columns: NCI-60 one-dose screen, growth in % after 48 h at 10 µM unless noted; 100 = growth as untreated, 0 = no growth, -100 = all killed.
SF-295: SF-295 CNS cancer cells. 79,000 compounds, 5.6% hits. AID 1794758
PC-3: PC-3 prostate cancer cells; 80,000 compounds, 3.9% hits; AID 1794754
SF-268: SF-268 CNS cancer cells | 82,000 compounds, 3.1% hits | AID 1794759
DU-145: DU-145 prostate cancer. 81,000 compounds, 4.2% hits. AID 1794760
786-0: 786-0 renal cancer cells. 81,000 compounds, 5.1% hits. AID 1794775
UO-31: UO-31 renal cancer | 81,000 compounds, 5.2% hits | AID 1794768
SN12C: SN12C renal cancer cells | 81,000 compounds, 3.8% hits | AID 1794767
U251: U251 CNS tumor cells; 80,000 compounds, 5.4% hits
SF-539: SF-539 CNS cancer; 81,000 compounds, 6.8% hits
* hit, by the source's call; · = not tested or not shown; & = joins results of further samples. The calls were made as follows: active = growth percent below 10; inactive = the rest.

Start of the data: the first four entries (preview)
SMILES	SF-295	PC-3	SF-268	DU-145	786-0	UO-31	SN12C	U251	SF-539
O=Cc1ccc2cc1OCC#C/C=C\C#CCO2	134.1	90.8	104.2	119.5	98.5	87.0	106.6	101.4	84.2
O=C(N=Nc1c(O)[nH]c2ccc(Br)cc12)c1ccco1	·	92.9	104.4	101.2	130.3	73.3	94.0	85.6	99.0
O=C1NC(=O)C(=O)NC1=O	99.2	95.7	103.5	113.8	103.2	92.4	101.9	98.2	110.4
CC(=O)N(C)c1cc(Cl)ccc1O	102.6	94.8	99.1	110.3	101.7	96.1	107.4	105.8	109.7

This part in full, from the first entry:
SMILES	SF-295	PC-3	SF-268	DU-145	786-0	UO-31	SN12C	U251	SF-539
O=Cc1ccc2cc1OCC#C/C=C\C#CCO2	134.1	90.8	104.2	119.5	98.5	87.0	106.6	101.4	84.2
O=C(N=Nc1c(O)[nH]c2ccc(Br)cc12)c1ccco1	·	92.9	104.4	101.2	130.3	73.3	94.0	85.6	99.0
O=C1NC(=O)C(=O)NC1=O	99.2	95.7	103.5	113.8	103.2	92.4	101.9	98.2	110.4
CC(=O)N(C)c1cc(Cl)ccc1O	102.6	94.8	99.1	110.3	101.7	96.1	107.4	105.8	109.7
COC(=O)C[C@H](Nc1nc(N)nc(N2CCCCC2)c1C=O)C(=O)OC	96.8	101.5	113.8	124.2	100.7	91.2	103.7	104.2	109.1
Clc1ccc(-c2nnc(COc3ccc(C4=NNC(c5cccs5)C4)cc3)o2)cc1 (stereo unspecified)	55.9	96.0	101.8	107.9	104.4	97.0	101.2	·	101.7
CC(=O)OC[C@]12CCC(C)(C)C[C@H]1[C@@]1(O)[C@H](O)C[C@@H]3[C@@]4(C)CCCNC(C)(C)[C@@H]4CC[C@@]3(C)[C@]1(C)CC2	102.4	102.4	106.2	111.0	100.8	85.8	99.5	107.1	103.2
CC[C@]12C=CCN3CC[C@@]4(c5ccc(OC)cc5N(C)[C@H]4[C@@](O)(C(=O)OC)[C@@H]1OC(=O)CCCN1CCOCC1)[C@@H]32	104.0	104.6	98.6	106.1	96.9	94.1	104.6	101.0	106.0
O=C(Nc1ccncc1)C(=O)c1cn(S(=O)(=O)c2ccc(Br)cc2)c2ccccc12	29.6	68.4	52.2	62.6	54.9	52.7	46.3	42.7	43.8
CCNCc1ccncc1	101.7	85.2	105.9	108.2	97.7	89.8	108.4	94.9	102.9
O=C(c1ccccc1)C(c1ccccc1)c1ccccc1	·	101.7	98.8	104.2	106.4	85.6	98.3	107.9	106.2
C[C@@H](O)[C@@H]1NC(=O)[C@H](CCC(N)=O)NC(=O)[C@@H](Cc2ccc(O)cc2)NC(=O)CSC[C@@H](C(N)=O)NC(=O)[C@H](Cc2ccccc2)NC(=O)[C@H](CO)NC(=O)[C@H](Cc2ccc(O)cc2)NC(=O)[C@H](CCCNC(=N)N)NC(=O)[C@H](CCCNC(=N)N)NC(=O)CNC(=O)[C@H](CCCNC(=N)N)NC(=O)[C@H](Cc2c[nH]c3ccccc23)NC(=O)[C@H](CO)NC(=O)[C@H](Cc2c[nH]c3ccccc23)NC1=O	102.6	106.0	104.5	103.8	106.2	86.4	118.6	109.9	98.0
NNC(=O)CN1CCN(c2cc3c(cc2F)c(=O)c(C(=O)O)cn3C2CC2)CC1	100.0	98.1	93.8	107.6	98.4	96.8	101.2	110.5	109.6
O=C1c2cccc3cccc(c23)C(=O)N1CC#Cc1ccc2c3c(cccc13)C(=O)N(CCN1CCNCC1)C2=O	94.1	85.5	93.8	99.5	-2.6*	97.7	97.2	56.4	10.2
CCCC(=O)NC1CCCCC1	99.4	92.4	118.2	118.8	105.1	79.1	101.3	110.9	117.5
Cc1cccc(/C=C2\Oc3cc(C)c(Cl)c(C)c3C2=O)c1	92.9	88.6	86.4	93.0	94.3	49.9	78.8	90.7	92.6
CO[C@@H]1C=C2[C@H]3CC(C)(C)C(=O)C[C@]3(C(=O)O[C@@H]3O[C@H](CO[C@@H]4O[C@H](CO)[C@@H](OC5OC(C)C(O)C(O)C5O)[C@H](O)[C@H]4O)[C@@H](O)[C@H](O)[C@H]3O)CC[C@@]2(C)[C@]2(C)CC[C@H]3C(C)(C)C(=O)CC[C@]3(C)[C@@H]12 (stereo partly specified)	88.0	77.3	61.4	98.4	53.0	46.1	89.6	72.9	72.8
Cn1ncc2c(N)nc(NCCO)nc21	107.7	97.0	106.5	102.5	108.5	90.1	109.2	96.2	85.5
CCOC(=O)c1ccc(NC(C#N)=C(C#N)C#N)cc1	100.3	76.2	100.3	104.8	92.0	91.2	100.1	98.9	100.2
OC(CN(Cc1ccccc1)CC(O)c1ccccc1)c1ccccc1 (stereo unspecified)	105.6	76.7	92.4	110.3	101.3	64.9	87.9	92.7	99.8
CCCCCCCNc1nc(C(=O)OCCCC)ncc1-c1ccc(C(F)(F)F)cc1	98.0	92.5	107.0	105.3	99.5	80.0	97.0	89.4	104.9
C/C=C(\C)C(=O)OCC	90.9	96.1	104.6	108.9	102.6	83.9	97.0	88.5	92.7
Cc1c(-c2ccccc2)nc2c3ccccc3ncn2c1=O	92.6	83.4	101.1	118.8	92.6	82.7	88.6	99.3	90.5
COc1cccc(N2CCN(c3ncnc4cc[nH]c34)CC2)c1	44.2	53.0	90.7	90.6	70.9	65.0	85.5	66.9	72.8
CCOC(=O)CC1Oc2ccc3c(c2NC1=O)c(C(=O)OCC)c(C)n3C (stereo unspecified)	86.6	94.8	94.3	98.1	87.5	80.4	91.9	103.3	100.0
Clc1ccc(CSc2nnc3c(n2)[nH]c2ccccc23)cc1	162.9	93.9	99.1	111.6	104.3	88.6	89.8	104.0	100.3
CCN(CC)CC(=O)Nc1cccc(C(=O)OC(C)C)c1	95.0	80.8	104.5	108.7	79.8	89.7	107.4	100.5	100.0
COc1ccc(-c2cs/c(=N\N=C\c3cccc(F)c3)n2-c2ccccc2)cc1	59.5	50.4	80.1	95.6	84.2	65.4	84.9	44.5	70.4
N#Cc1c(-c2ccccc2)nc(=S)[nH]c1Cl	103.2	89.2	119.1	134.2	101.1	100.0	110.5	96.9	104.2
CCCCCCCCCCCCC1CCCC(C)C1 (stereo unspecified)	90.1	88.8	110.3	108.7	92.3	87.9	106.1	·	117.9
O=C(O)CSCc1ccccc1	113.8	94.8	110.3	118.8	99.9	96.5	·	98.3	100.1
O=C1/C(=C/c2cccs2)SC(=S)N1C1c2ccccc2Oc2ccccc21	94.3	79.2	95.0	105.0	93.9	87.3	·	92.8	94.1
Oc1ccccc1/C=N/Nc1nc2ccccc2s1	27.9	34.6	32.3	48.0	73.4	19.7	48.8	45.3	44.6
CC(=O)CC/C=C(\C)[C@H](O)[C@H](C)C(=O)O[C@H]1C[C@H](C)C=C2C=C[C@@]3(C)O[C@@H](O)CC(=O)[C@]3(C)[C@H]21	-22.7*	-31.2*	-21.5*	-22.0*	-49.7*	-28.6*	-11.5*	-25.9*	-35.2*
CC(C)(C)CC(C)(C)Nc1c(-c2ccc(-c3ccccc3)cc2)nc2ccccn12	101.4	52.9	95.4	97.4	97.8	56.5	83.8	88.9	103.7
COc1cccc(-c2nc(SCC(=O)Nc3ccc(C(=O)/C=C/c4ccc(OC)c(OC)c4)cc3)[nH]c(=O)c2C#N)c1	94.5	100.2	82.9	89.4	99.4	79.3	·	85.3	86.2
CC/C(Cc1ccccc1)=C(\c1ccc(OCCCN(C)C)cc1)c1ccc(OC(=O)NCc2ccccc2)cc1	110.5	64.5	72.4	73.9	62.0	61.5	77.2	35.7	93.0
COc1cc(/C=N\N=c2\sc3ccccc3n2C)ccc1OCCO	101.8&81.4	61.4&91.7	103.3&109.4	88.6&97.5	86.5&99.7	80.1&95.7	89.1&96.1	93.8	88.2&93.3
CC(=O)O[C@H]1C[C@@]2(C)[C@@H](C[C@@H](O)[C@H]3[C@@]4(C)CC[C@H](O)[C@@H](C)[C@@H]4CC[C@@]32C)/C1=C(\CCC(Br)C(C)(C)[n+]1ccccc1)C(=O)O (stereo partly specified)	·	87.6	94.8	109.7	107.0	72.3	100.1	109.0	93.2
CC(C(=O)c1ccccc1)[n+]1ccccc1 (stereo unspecified)	100.0	93.0	99.6	107.1	93.2	93.7	29.4	97.9	96.7
CN(C)S(=O)(=O)c1ccc(-c2nc(C(Cl)Cl)nc3cc(-c4ccccc4)nn23)cc1	86.7	87.7	88.2	79.2	90.6	88.8	81.1	66.2	77.8
O=C(NN1C(=O)CCC1=O)c1ccc(Nc2ncnc3c2cnn3-c2cccc(Br)c2)cc1	·	96.9	104.9	115.9	102.2	73.4	98.4	93.9	97.3
Cc1cc(Nc2ccc(F)cc2)n2c(nc3ccccc32)c1C#N	74.7	71.6	89.2	76.5	97.1	74.9	95.0	90.0	75.1
COc1cc(-c2cc(C(=O)N3CCN(C(=O)c4ccccc4NCc4cccs4)CC3)nc3cc(-c4ccccc4)nn23)cc(OC)c1OC	105.0	34.0	90.8	81.7	85.2	39.8	87.5	72.1	98.5
O=C(Cn1nnc2ccccc21)N/N=C/c1ccc(O)c(O)c1	102.2	87.7	88.2	102.7	105.3	82.9	85.8	92.6	98.6
O=C(CN1CCN(c2cc3c(cc2F)c(=O)c(C(=O)O)cn3C2CC2)CC1)Nc1nc(-c2ccc(OCc3ccccc3)cc2)cs1	96.8	90.7	98.1	106.1	102.0	83.2	98.9	101.3	99.8
COc1ccc(/C(=C2/O[C@@H]([C@H]3COC(C)(C)O3)[C@H]3OC(C)(C)O[C@@H]23)c2cc(OC)c(OC)c(OC)c2)cc1O	77.6	29.4	37.8	45.6	86.3	123.1	84.5	61.2	21.5
Cc1ccc(CC(N)C(=O)O)cc1 (stereo unspecified)	108.0	77.3	104.7	110.4	101.0	95.1	96.7	83.6	98.6
O=C1Nc2ccc([N+](=O)[O-])cc2OC12Oc1cc([N+](=O)[O-])ccc1NC2=O	96.5	94.3	91.8	105.2	98.3	66.1	95.7	92.5	92.0
CC(C)C1CCC(C)C(SCCO)C1 (stereo unspecified)	100.1	100.6	104.1	120.4	91.3	85.2	96.6	94.1	93.7
CNC(=O)CO	116.7	88.6	110.7	115.7	109.4	78.2	100.7	91.0	106.6
COc1ccc(-c2cnnn2-c2nonc2-n2cccc2)cc1OC	·	61.2	71.8	80.9	88.3	72.2	68.5	56.8	·
COc1cc(C(=O)N/N=C/c2cc3cc(OCc4ccccc4)ccc3nc2OC)cc(OC)c1OC	98.4	68.1	79.7	101.5	85.5	81.0	87.9	84.8	85.8
O=c1[nH]c2ccccc2c(O)c1C(c1ccc(Cl)cc1)c1c(O)c2ccccc2[nH]c1=O	99.7	95.5	97.7	103.0	96.2	68.4	99.7	96.8	94.2
C=C(CNCCO)[C@@H]1CC[C@]2(CO)CC[C@]3(C)[C@H](CC[C@@H]4[C@@]5(C)CCC(NCCc6ccc(O)cc6)C(C)(C)[C@@H]5CC[C@]43C)[C@@H]12 (stereo partly specified)	-85.4*	-43.4*	-74.8*	-84.1*	-92.8*	-95.4*	-73.7*	-92.7*	-93.6*
O=C1CCSC(=S)N1c1ccccc1	97.6	·	96.0	104.4	102.4	82.2	96.2	95.4	91.7
COc1ccc(-c2cc(C(=O)N3N=C(c4ccc(N)cc4)CC3c3ccc(Cl)cc3)c3cc(OC)ccc3n2)cc1 (stereo unspecified)	66.7	22.9	68.4	83.7	19.2	57.0	84.5	74.9	15.4
COc1ccc(C/C(=C(\C)c2ccc(OCCN3CCCC3)cc2)c2ccc(OCCN3CCCC3)cc2)cc1	34.2	50.9	69.9	70.0	69.1	53.4	73.8	-39.7*	29.9
CC1=CC(c2ccc(Cl)cc2)N2C(C)=CSC2=N1 (stereo unspecified)	99.3	98.2	114.9	104.9	106.1	90.0	95.6	98.1	102.4
C=C1C[C@H]2C[C@H](C)[C@H]3CC[C@H](C)C(C(=O)OCC)=C3C(=O)[C@@]2(C)C1	96.3	·	108.1	104.6	108.4	72.1	103.9	88.6	107.7
Further compounds
SMILES	SF-295	PC-3	SF-268	DU-145	786-0	UO-31	SN12C	U251	SF-539
O=S(c1ccccc1)c1no[n+]([O-])c1-c1ccncc1 (stereo unspecified)	100.5	·	99.2	110.6	103.4	90.5	100.3	101.6	101.4
NC(=O)OCC(O)COc1ccc(Cl)cc1 (stereo unspecified)	103.5	97.8	95.7	111.9	101.7	105.2	106.7	108.8	111.5
O=C1c2ccccc2C(=O)c2c(Nc3ccc(CCO)cc3)ccc(O)c21	50.2	·	60.4	60.7	103.9	47.4	85.5	74.2	84.8
CCOC(=O)C1=CSC2=NC3=C(CCC/C3=C\c3ccc(OC)cc3)C(c3ccc(OC)cc3)N12 (stereo unspecified)	108.7	96.3	113.1	116.7	109.2	86.2	96.9	·	91.2
COc1cc(CNC(=O)/C=C/c2ccc3c(c2)OCO3)ccc1OCc1cn(-c2cccc([N+](=O)[O-])c2)nn1	88.5	73.6	70.8	93.2	85.0	79.1	86.3	99.2	87.6
CC1=NN(c2ccccc2)C(=O)/C1=C\c1ccc(N(CCC#N)CCC#N)cc1	97.3	94.9	105.1	106.8	101.0	91.6	102.0	99.5	108.3
O=C1NC(=O)/C(=C2\CCOC2=O)N1	·	107.4	106.3	112.6	106.9	89.9	98.7	100.4	98.9
CC(=O)OCC[N+](C)(C)C	99.6&100.1	90.7&93.8	96.2&97.5	107.9&110.5	111.0&101.3	92.1&84.4	95.2&86.8	99.8&105.7	104.2&104.1

Compounds were not picked by outcome; overall some 9.4% were active at least once.
